# Screening data deposited in PubChem by National Center for Advancing Translational Sciences (NCATS).
# ERK EGF inh = inhibitors of EGF-stimulated ERK signaling pathway. HEK293-V1b, EGF-stimulated phospho-ERK AlphaScreen. 0.41% of 130,000 active. Potency, µM (top dose mostly 11.5 µM), without a hit: at the highest dose activity change, negative = inhibition, hits mostly inhibitors; active means well fitted inhibition curve with a large enough effect; inconclusive means small, poorly fitted or top-dose-only effect, or effect the other way;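 further: plate controls were stimulated vehicle wells for no effect and unstimulated vehicle basal for full effect; nearly all actives have a fitted effect of over 55% in size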
#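 Readout: AlphaScreen signal for phosphorylated ERK in lysed HEK293 cells stably expressing V1b. Stimulus 25 nM EGF, 5 min, following 30 min compound exposure. Data scaled to DMSO basal and full EGF activation.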
# Active calls of the source: *; ? = inconclusive; & = joins results of further samples; [ ] = remark or other dose. Potency means the concentration at half of the fitted maximal effect.
# The first six compounds, to show the layout:
SMILES,ERK EGF inh
CC(Nc1nc(-c2ccccc2)nc2ccccc12)c1ccccc1 (stereo not drawn),0%
CCC(N=c1cc(-c2ccc(OC)cc2)oc2ccc(C)cc12)C(=O)O (stereo not drawn),3%
c1ccc(OCc2noc(CN3CC[C@@H]4CCCC[C@H]4C3)n2)cc1,-1%
Fc1ccc(-c2ncc3ccccn23)cc1,0%
Cc1ccccc1NC(=O)c1ccccn1,2%[57.5 µM]
COC(=O)Nc1ccc(S(=O)(=O)N2CCCCC2C(=O)O)cc1 (stereo not drawn),3%

# Results, previewed entries included:
SMILES,ERK EGF inh
CC(Nc1nc(-c2ccccc2)nc2ccccc12)c1ccccc1 (stereo not drawn),0%
CCC(N=c1cc(-c2ccc(OC)cc2)oc2ccc(C)cc12)C(=O)O (stereo not drawn),3%
c1ccc(OCc2noc(CN3CC[C@@H]4CCCC[C@H]4C3)n2)cc1,-1%
Fc1ccc(-c2ncc3ccccn23)cc1,0%
Cc1ccccc1NC(=O)c1ccccn1,2%[57.5 µM]
COC(=O)Nc1ccc(S(=O)(=O)N2CCCCC2C(=O)O)cc1 (stereo not drawn),3%
Cc1ccc(Oc2cc(NC(=O)CCCn3nc([N+](=O)[O-])cc3C)cc([N+](=O)[O-])c2)cc1,-13%
O=C(Nc1ccc2c(c1)OCCO2)c1ccoc1,-1%[57.5 µM]
Cc1ccccc1C(=O)NCCNc1ccc([N+](=O)[O-])cc1,-8%
COC(=O)COc1cc(OCC(=O)OC)c2c(C)c(Cl)c(=O)oc2c1,0%
COc1ccc(CNc2ncnc3cc(Cl)ccc23)cc1OC,-4%[57.5 µM]
Oc1cccc(/C=N/Nc2cccc3cccnc23)c1,7%
CC1CN(C(=O)c2ccn(C)n2)CC(C)O1 (stereo not drawn),9%
COc1c(Br)cc(C(N)=O)cc1OCc1ccccc1,4%
O=C(N/N=C/c1c[nH]c2ccccc12)C1CC(=O)N(c2ccccc2)C1 (stereo not drawn),5%
Cc1ccc(O)c(-c2cc(C(=O)Nc3cccnc3)[nH]n2)c1,-1%[57.5 µM]
COC(=O)COc1ccc(/C=N/NC(=O)c2ccc(N(Cc3ccccc3)S(C)(=O)=O)cc2)cc1,-1%
Cc1ccc(-c2[nH]ncc2CNCCc2cnn(-c3ccccc3)c2)cc1C,4%[57.5 µM]
COc1ccc2c(=O)c3c(=O)n(Cc4ccco4)c(C(C)C)nc3oc2c1,-5%
CCC/C(C)=N\Nc1nc2c(c(=O)n(C)c(=O)n2C)n1C,3%[57.5 µM]
O=C(Nc1ccccc1C(=O)N1CCCCCC1)c1ccccc1Cl,?
Cc1sc2ncnc(N3CCN(C(=O)c4ccco4)CC3)c2c1C,-1%
COCCn1c(SCC(=O)c2ccccc2)nc2ccccc2c1=O,-6%
COc1ccc([C@H]2C=C(C(=O)O)O[C@@H](OCc3ccc(CO)cc3)C2)cc1,-9%[57.5 µM]
CCCN(CCC)C(=O)c1c(NC(=O)CC)sc2c1CCCCC2,-3%
O=C(N/N=C\c1cn[nH]c1-c1ccc(Cl)cc1)c1cccs1,3%[57.5 µM]
CCOC(=O)c1cc(-c2cccs2)nc2c1c(C)nn2-c1ccccn1,1%
CC(C)CNC(=O)COC(=O)c1ccc([N+](=O)[O-])cc1Cl,0%
O=C(NN=C1CCCC1)C1COc2ccccc2O1 (stereo not drawn),12%
CN(CCCCCNC(=O)/C=N/O)Cc1ccccc1,-2%

# Sorted by the number under ERK EGF inh (smallest number first): 5 from the list above.
mol	ERK EGF inh
CCCN(CCC)C(=O)c1c(NC(=O)CC)sc2c1CCCCC2	-3%
CN(CCCCCNC(=O)/C=N/O)Cc1ccccc1	-2%
Cc1sc2ncnc(N3CCN(C(=O)c4ccco4)CC3)c2c1C	-1%
CC(C)CNC(=O)COC(=O)c1ccc([N+](=O)[O-])cc1Cl	0%
CCOC(=O)c1cc(-c2cccs2)nc2c1c(C)nn2-c1ccccn1	1%

# Remaining list, next part:
SMILES,ERK EGF inh
N#CCN1C(=O)C2CCCN2c2ccc(S(=O)(=O)N3CCOCC3)cc21 (stereo not drawn),-11%
O=C(c1ccc(CSc2nc3ccncc3[nH]2)cc1)N1CCCCCC1,-6%[57.5 µM]
COc1ccc(Sc2ccc(/C=C3\C(=O)NN(c4ccccc4)C3=O)o2)cc1,-8%
COc1ccc(NC(=S)N(CCN2CCOCC2)Cc2cc3cc4c(cc3[nH]c2=O)OCCO4)cc1,8%
CCCCNC(=O)CSc1nc2ccc(N3CCOCC3)cc2c(=O)n1CCc1ccccc1,-1%
OCC1(CC2CCCCO2)CCN(Cc2cccc(O)c2)CC1 (stereo not drawn),-9%
COc1ccc(/C(C)=N/NC(=O)C(NC(=O)c2ccccc2)c2n[nH]c(=O)c3ccccc23)c(OC)c1 (stereo not drawn),-5%[57.5 µM]
Cc1ccc(C(=O)N/N=C/C2=Cc3ccccc3OC2C)cc1 (stereo not drawn),-3%
CCOc1ccc(NC(=S)Nc2ccccc2C2CC2)cc1,10%
Nc1cc(=O)nc(SCC(=O)Nc2ccccc2Cl)n1-c1ccccc1,7%
O=C(CN1C(=O)C2CCCCC2C1=O)N1CCN(c2ccccc2)CC1 (stereo not drawn),-1%
C=CC[C@H]1CC(C)=C[C@H](CC=C)N1,2%
O=C(Cn1nc(C(F)(F)F)c2c1CCCC2)N1CCOCC1,-5%
O=C(Nc1ccccc1C(=O)N1CCOCC1)c1ccc([N+](=O)[O-])cc1,2%
Cc1ccc(-n2nc(-c3ccc(N)cc3)cc2N)cc1,3%
Cc1c(C)[n+](=O)c(-c2ccc(Br)cc2)c(C)n1[O-],-3%[57.5 µM]
CCOC(=O)c1[nH]c(=O)[nH]c1CN(Cc1ccco1)Cc1[nH]c(=O)[nH]c1C(=O)OCC,1%
COc1ccc(C(=O)N2CCOC2CNC(=O)C(=O)NCc2ccc(Cl)cc2)cc1 (stereo not drawn),-2%
CC1CCCCC1NC(=O)/C=C/c1nc2ccccc2s1 (stereo not drawn),-4%
CN(C(=O)COC(=O)c1ccc2ccccc2n1)C1CCS(=O)(=O)C1 (stereo not drawn),-7%
COc1ccccc1NC(=O)c1ccccc1S(=O)(=O)c1ccccc1[N+](=O)[O-],-5%
COc1ccc2cc(C(=O)C3CCCN(C(=O)Cc4c(C)noc4C)C3)ccc2c1 (stereo not drawn),?
CCc1ccc(N2CN(Cc3cccnc3)CNC2=S)cc1,4%[57.5 µM]
COc1ccc(OCCC(=O)OCC(=O)c2ccc[nH]2)cc1,-1%[57.5 µM]
CCN(CC)S(=O)(=O)c1cc(NC(=O)C(C)Nc2ccccc2N2CCOCC2)ccc1C (stereo not drawn),8%
COc1cc(NC(=O)c2csc(N)n2)cc(C(=O)Nc2cccc(C(F)(F)F)c2)c1,-19%[57.5 µM]
COc1cccc(N/C(C)=C/C(=O)c2ccc(Br)cc2)c1,-1%
Cc1ccc(C2=NN(CCC(=O)NCCC(C)C)C(=O)CC2)cc1,1%
Cc1ccc2nc(SCc3nc4cc(Cl)ccc4c(=O)[nH]3)[nH]c2c1,-3%
Cc1ccc(S(=O)(=O)CC(C)N2CCN(C3CCCCC3)CC2)cc1 (stereo not drawn),3%
COc1cc2c(cc1OC)C1C(=O)c3c(cc4c(c3O)C=CC(C)(C)O4)OC1CO2 (stereo not drawn),-3%
NC(N)=N/N=C/c1cc([N+](=O)[O-])ccc1O,3%
O=C(NCc1ccco1)c1csc2c1CCCC2,-1%
C/C(=N/NC(=O)c1cc(-c2cccc([N+](=O)[O-])c2)n[nH]1)c1ccc(Cl)cc1,5%
O=C(O)COc1ccc2c(c1)O/C(=C\c1cccs1)C2=O,-4%[57.5 µM]
Cc1[nH]n(-c2ccc([N+](=O)[O-])cc2)c(=O)c1C=NCC1CCCO1 (stereo not drawn),1%
CC(C)=C1C2C=CC1C1C(=O)N(c3ccc4c(c3)OCO4)C(=O)C21 (stereo not drawn),7%
C=C(C)C(=O)Nc1ccc2c(c1)OCCOCCOCCO2,5%[57.5 µM]
O=C(CSc1nc2ccccc2c(=O)n1Cc1ccc(F)cc1)NCc1cccs1,4%
CC[C@H](C)[C@@H](NC(=O)O[C@@H]1Cc2cc(Br)ccc2O[C@H]1c1cccc(OC)c1)C(=O)OC,-8%
Cc1ccc(-c2csc3nc4c5ccccc5c(NCCCN(C)C)nn4c(=O)c23)cc1,1%
O=[N+]([O-])c1ccc(OCc2cn([C@@H](CO)c3ccccc3)nn2)c(Br)c1,4%[57.5 µM]
CN(C)C=NC(=O)c1cc(C(=O)c2ccc(C(C)(C)C)cc2)c[nH]1,0%
COc1ccc(S(=O)(=O)N2CCOCC2)cc1NC(=O)CO/N=C/c1ccccc1OC(F)F,18%
CCOC(=O)/C(N=Nc1c(C)n(C)n(-c2ccccc2)c1=O)=C(\C)O,-11%
CN(c1ccccc1)S(=O)(=O)c1ccc(NC(=O)c2cccs2)cc1,-13%
CC(C)c1nc2ccc(NC(=O)C3CCCCC3)cc2[nH]1,1%
Cc1ccccc1OCC(=O)N/N=C/c1ccc2c(c1)OCCO2,5%
CCOC(=O)c1ccc(C(=O)OCC)c(NC(=S)Nc2ccc([N+](=O)[O-])cc2OC)c1,4%
O=C(OCc1nc2ccccc2s1)c1ccc(Br)o1,-7%
# More structures follow:
SMILES,ERK EGF inh
O=C(COc1ccc(-c2ccccc2)cc1)NN=C1CCCC1,-3%
Cc1ccccc1C(=O)Nc1nc2c(C)csc2c(=O)s1,-4%[57.5 µM]
OCC(Cc1ccccc1)NCc1ccccc1C(F)(F)F (stereo not drawn),12%
Cc1cc(CNC(=O)CCc2nnc(CCCCc3ccccc3)o2)nn1C,3%
COc1cc([N+](=O)[O-])c(OC)cc1SCc1n[nH]c(=S)n1-c1ccc(F)cc1,1%[57.5 µM]
CCOC(=O)C1=C(C)N(C)C(C)=C(C(=O)OCC)C1c1ccccc1,-1%
CC(=O)N(Cc1ccccc1)Cc1cn(CCC#N)nc1-c1cccc([N+](=O)[O-])c1,0%
COc1c2ccoc2nc2c(OC)c(OCC(O)C(C)(C)O)ccc12 (stereo not drawn),-8%&39%
Cc1ccc(OCC(=O)c2cc(C)n(Cc3cccs3)c2C)c([N+](=O)[O-])n1,?
CCC(=O)O[C@@]1(C(=O)CCl)[C@@H](C)C[C@@H]2[C@H]3CCC4=CC(=O)C=C[C@@]4(C)[C@]3(F)[C@@H](O)C[C@@]21C,-3%[25.7 µM]
CCCc1nc2ccc(NC(=O)c3ccco3)cc2c(=O)n1Cc1ccccc1Cl,0%
Cn1c(Cn2cnc([N+](=O)[O-])n2)nnc1SCC(=O)Nc1ccc(Br)cc1,7%
O=C(CN(Cc1cccs1)C(=O)c1csnn1)NC1CCCC1,4%
COC(=O)c1c(Cl)c2n3ccccc3c(C)c(-c3ccccc3)c-2c1C(=O)OC,?
CCNc1nc(Oc2ccc(F)cc2)cc(C(F)(F)F)n1,-12%
N=C1/C(=C\c2ccc(OCc3ccccc3)cc2)C(=O)N=C2SC(N3CCCC3)=NN12,-16%[57.5 µM]
C=CCSC(=S)NC1CCS(=O)(=O)C1 (stereo not drawn),7%
NC(=O)CSc1nnc(-c2cc(-c3ccc(Cl)cc3)nc3ccccc23)o1,-4%
Cc1cc(C)cc(C(=O)NN2CCOCC2)c1,1%
CCCCn1c(NCc2ccncc2)nc2ccccc21,-13%
COC(=O)c1cccc(NC(=O)CCNC(=O)c2ccc([N+](=O)[O-])cc2)c1,-4%
CCn1c(=O)c([N+](=O)[O-])c(NCc2ccco2)c2ccccc21,-8%[57.5 µM]
CC(C(=O)Nc1ccc(OCc2ccccc2)cc1)N1CCCC1 (stereo not drawn),-6%
Cc1ccccc1N1CCN(c2ccc(NC(=O)C3CCCCC3C(=O)O)cc2)CC1 (stereo not drawn),6%
CCn1c(=O)c([N+](=O)[O-])c(NC2CCS(=O)(=O)C2)c2ccccc21 (stereo not drawn),-7%[57.5 µM]
O=C(/C=C/Nc1ccc(S(=O)(=O)Nc2cnc3ccccc3n2)cc1)c1ccccc1,9%[57.5 µM]
O=C(N/N=C/c1cccnc1)NC12CC3CC(CC(C3)C1)C2,-8%[57.5 µM]
O=C(Nc1ccccc1Oc1ccccc1)C1CCCC1,4%
N#Cc1ccsc1NC(=O)CN1CCN(S(=O)(=O)c2cc(Cl)ccc2Cl)CC1,10%
COc1ccc(CN2CCN(C3CCSCC3)CC2CCO)c(C)c1C (stereo not drawn),7%
O=[N+]([O-])c1ccc(S(=O)(=O)N/N=C/c2cccs2)cc1,-6%
O=C(CN1CCOCC1)N1CCN(c2ccc([N+](=O)[O-])cc2)CC1,8%
CCCNC(=O)C(=O)NCC1CCCN1CC (stereo not drawn),0%
COc1ccc(/C=C/c2ccc(=O)n(Cc3ccccc3)n2)cc1,-1%
Cc1nn2c3ccccc3n(CCN3CCCCC3)c2nc1=O,-4%
O=c1cc(-c2ccccc2)nc(/C=C/c2ccccc2)[nH]1,?
C=C1C(=O)O[C@H]2C1CC[C@@](C)(O)C13C=CC(C)(C21)C1(C3)C(=O)O[C@@H]2C3C(C)=CCC3[C@](C)(O)C[C@H](OC(C)=O)C21 (stereo partly drawn),?
CCc1nc(NCc2ccccn2)c2oc3ccccc3c2n1,?
CCOCCCNC(=O)NC(=O)CN1CCN(S(=O)(=O)c2ccc3c(c2)OCCO3)CC1,4%
C=CCc1ccccc1OCCNCCCOC,9%

# Fetched by compound from the entries so far, 5 records:
SMILES,ERK EGF inh
CCCCNC(=O)CSc1nc2ccc(N3CCOCC3)cc2c(=O)n1CCc1ccccc1,-1%
CCOCCCNC(=O)NC(=O)CN1CCN(S(=O)(=O)c2ccc3c(c2)OCCO3)CC1,4%
CCc1nc(NCc2ccccn2)c2oc3ccccc3c2n1,?
COc1ccc2c(=O)c3c(=O)n(Cc4ccco4)c(C(C)C)nc3oc2c1,-5%
NC(N)=N/N=C/c1cc([N+](=O)[O-])ccc1O,3%

# Some of the compounds tested; count on the stated rates, not on these rows.
